GPR151 ag: activates the human receptor GPR151. PathHunter beta-arrestin GPR151 cells, luminescence. activation, % at 11.2 µM. actives 1% (n = 650,000). AID 1508602; in the data active = activation above about 4.9%;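 also: 0% = median of compound wells and 100% = cells with positive control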
MITF primary: human MITF inhibition, primary screen; O75030; AlphaScreen MITF homodimerization, bead proximity signal; inhibition, % at 2.6 µM; actives 0.91% (n = 650,000); AID 1259374; in the data active = inhibition above about 50%;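 also: 0% = vehicle wells with protein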
FBW7 activator: human FBW7 E3 ligase activation, primary screen. AlphaScreen FBW7–phospho-cyclin E peptide binding, activator screen. normalized activity (activation), % at 26.1 µM. Q969H0. actives 0.13% (n = 650,000); in the data active = normalized activity above about 1.9%;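 also: purified mutant Fbw7 with reduced substrate affinity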
Target sequence (Q969H0 whole entry, looked up): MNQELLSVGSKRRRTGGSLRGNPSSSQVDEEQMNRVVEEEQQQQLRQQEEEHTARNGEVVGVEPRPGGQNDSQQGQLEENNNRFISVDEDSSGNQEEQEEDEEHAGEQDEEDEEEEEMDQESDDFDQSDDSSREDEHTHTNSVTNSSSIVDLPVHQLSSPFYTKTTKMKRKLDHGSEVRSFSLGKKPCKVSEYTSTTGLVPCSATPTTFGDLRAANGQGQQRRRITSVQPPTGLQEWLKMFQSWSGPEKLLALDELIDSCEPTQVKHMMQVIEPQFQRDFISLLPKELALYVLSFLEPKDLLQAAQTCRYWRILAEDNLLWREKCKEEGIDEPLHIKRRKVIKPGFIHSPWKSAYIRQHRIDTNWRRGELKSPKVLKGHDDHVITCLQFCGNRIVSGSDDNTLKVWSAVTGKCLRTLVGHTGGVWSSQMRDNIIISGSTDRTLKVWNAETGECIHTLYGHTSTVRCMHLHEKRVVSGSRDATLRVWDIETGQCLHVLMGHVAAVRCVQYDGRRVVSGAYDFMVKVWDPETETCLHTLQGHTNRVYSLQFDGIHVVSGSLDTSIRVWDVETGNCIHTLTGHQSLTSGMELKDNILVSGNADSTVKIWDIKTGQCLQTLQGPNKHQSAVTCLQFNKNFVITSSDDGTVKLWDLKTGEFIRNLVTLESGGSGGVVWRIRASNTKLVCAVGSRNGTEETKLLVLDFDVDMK
TEAD-YAP inh: TEAD-YAP interaction inhibition. inhibition, % at 9.12 µM. HEK-TIYL cells, TEAD-Gal4/YAP UAS-luciferase luminescence. actives 1.4% (n = 640,000); in the data active = inhibition above about 32%;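 also: 0% = median of test compound wells and 100% = reference inhibitor wells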
Numbers without * were called inactive; · = no result given.

SMILES	GPR151 ag	MITF primary	FBW7 activator	TEAD-YAP inh
O=C(NCc1cc2ccccc2s1)c1ccc(CN2CCCCC2)[nH]c1=O	0.1	-9	0.0	-2
c1ccc2cc(Cn3cnc4ccccc43)ccc2c1	-0.4	6	0.0	21
COc1ccc(N2CCN(C(=O)Cn3c(C)cc4ccccc4c3=O)CC2)cc1	-0.3	5	0.1	7
CCOC(=O)C1(CCOC)CCN(Cc2cc(C)ccc2-n2cccn2)CC1	3.2	2	0.1	9
c1cncc(CNc2nc(Nc3cnccn3)nc3nc[nH]c23)c1	2.5	7	0.1	0
CCOC(=O)c1c(N)sc(N)c1C(=O)OCC	-0.4	-2	-0.2	-3
O=C1CCC/C(=N/NC(=O)COc2ccccc2-c2ccccc2)C1	-2.0	2	-0.2	1
N#Cc1c(-n2ncnc2-c2ccc(F)cc2)sc2c1CCCC2	0.2	11	-0.2	7
Cc1cc(C)c(C(N)=O)c(SCC(=O)c2ccc(Br)cc2)n1	-0.3	-3	0.0	8
Cc1ccc(C)c2c1NC(c1ccc(Br)cc1)C1CC=CC21 (stereo not drawn)	0.4	0	0.0	7
COc1cccc(CN2CCNC(=O)C2CC(=O)NCCCc2ccccc2)c1OC (stereo not drawn)	-0.2	3	0.1	-1
O=C(CSc1nnc2c(n1)[nH]c1ccc(F)cc12)N1CCCCCC1	0.4	13	0.2	1
NC(=O)CN(Cc1ccc(Cl)cc1Cl)S(=O)(=O)c1ccccc1	-0.1	20	0.1	10
O=C(NC1CCCC1)c1ccc(Br)cc1	-1.1	18	1.5	-16
Cc1ccc2nc(NCCOCCO)c(/C=C3\SC(=S)N(C)C3=O)c(=O)n2c1	-0.6	5	0.0	-1
O=C(Oc1coc(CSc2ncccn2)cc1=O)c1ccc(F)c(F)c1	-0.5	-3	-0.3	-4
O=C(Nc1n[nH]c(C(F)(F)F)n1)c1ccc(Cl)cc1	0.2	4	0.0	5
CCC(=O)c1ccc(Oc2cnccn2)cc1	-2.5	7	-0.1	-15
COC(=O)C1CCCN1C(=O)c1ccc(N)cc1 (stereo not drawn)	0.5	18	0.1	-10
O=C(/C=C/c1cccc([N+](=O)[O-])c1)/C=C/c1cccc([N+](=O)[O-])c1	1.6	8	0.0	4
CCc1ccc(NC(=O)CCCN2C(=S)NC(C)(C)CC2C)cc1 (stereo not drawn)	1.7	-6	-0.1	-3
CN(C)CCCNC(=O)c1cc(C(=O)NCCCN(C)C)cc([N+](=O)[O-])c1	-1.1	-22	-0.1	-8
O=C(Cc1ccccc1)Nc1ccc(-c2nc3ccccc3[nH]2)cc1	2.1	-7	0.2	-56
Cc1nc2cc(NC(=O)Nc3nccs3)ccc2n1C	-4.5	14	0.2	25
O=C(CSc1nc2ccccc2c(=O)n1CCC(=O)N1CCN(c2ccccc2)CC1)NCc1ccccc1	-0.7	-8	-0.1	6
More results:
SMILES	GPR151 ag	MITF primary	FBW7 activator	TEAD-YAP inh
O=S(=O)(c1ccccc1)c1nc(-c2ccccc2Cl)oc1NCCN1CCOCC1	0.9	10	-0.1	10
c1cncc(-c2cc(NC3CC3)nc(-c3cccnc3)n2)c1	2.7	4	-0.2	22
CC(C)=CCN1CCN(Cc2cnc(N)nc2)CC1CCO (stereo not drawn)	0.0	-11	-0.1	0
Cc1ccc(C(=O)NNC(=O)C2CCN(c3ncccn3)CC2)cc1	0.7	6	0.0	0
Cc1nn(-c2ccccc2)c2c1CN(Cc1ccccc1)CN2	0.9	2	0.0	11
COc1ccc(-c2cnc3c(Nc4ccccc4)nccn23)cc1	-0.3	-9	-0.2	-2
CCC(C)NC(=O)C(C)Sc1ccccc1 (stereo not drawn)	-0.9	22	0.1	4
C=CCOC(=O)C1=C(C)NC2=C(C(=O)CCC2)C1c1cc2c(cc1Cl)OCO2 (stereo not drawn)	-0.8	8	0.1	11
COc1cc2ccccc2cc1C(=O)Nc1cccc(-c2nc3ccccc3s2)c1C	-0.9	-10	-0.1	3
NNC(=O)c1ccc(Cl)c(S(=O)(=O)Nc2ccc(Cl)cc2)c1	-1.0	9	0.1	-7
CC(=O)c1cccc(NC(=O)N2CCCC(CCC(=O)NCc3ccccc3F)C2)c1 (stereo not drawn)	0.1	2	0.1	7
CCCCC[C@H](O)C/C=C1/C(=O)C[C@H](O)[C@@H]1C/C=C\CCCC(=O)O	1.0	-18	·	·
COc1cccc(C(=O)Nc2ccccc2C(=O)OCC(=O)c2ccc(-c3ccccc3)cc2)c1	-0.4	13	0.4	4
COc1ccc(NC(=O)C2CC=CCC2C(=O)OCC(Cl)=C(Cl)Cl)cc1 (stereo not drawn)	-1.4	3	0.2	1
COc1ccc(C2OCC3(CO2)SC(=O)NC3=O)cc1OC (stereo not drawn)	-1.4	10	0.0	-6
CCc1ccccc1N1C(=O)C(Cl)=C(NS(=O)(=O)c2ccc(N)cc2)C1=O	-0.4	-10	-0.1	-6
O=C(O)c1cc(N2C(=O)/C(=C\c3cccs3)SC2=S)ccc1O	-1.1	-1	-0.1	4
Cc1ccc(-c2noc(CNC(=O)COc3cc(C)cc(C)c3)n2)cc1	-2.3	-11	0.0	-8
COc1ccc(CNC(=O)CN(c2ccc(OC)c(Cl)c2)S(C)(=O)=O)cc1	1.5	6	0.1	6
COc1ccc(F)c(CC2(CCC(=O)N3CCCC3)CCC(=O)N2)c1 (stereo not drawn)	1.1	-9	0.0	-1
COc1ccccc1CNC(=O)C(C)n1sc2ccccc2c1=O (stereo not drawn)	-0.5	1	-0.1	-7
COc1cc(OC)cc(C(=O)N(C(=O)c2cc(OC)cc(OC)c2)c2ncccc2C)c1	-0.3	-20	0.1	-13
O=C(CN(c1ccccc1)S(=O)(=O)c1ccccc1)NCCSCc1ccccc1	0.9	1	-0.2	-7
CCOC(=O)c1c(NC(=O)c2nn3c(C(F)(F)F)cc(-c4ccc(OC)cc4)nc3c2Cl)sc2c1CCCC2	0.1	4	0.0	-8
CC(=O)c1cccc(NC(=O)C(Sc2nnc3nc(C)cc(C)n23)c2ccccc2)c1 (stereo not drawn)	-0.4	-6	0.2	2
Following part.
SMILES	GPR151 ag	MITF primary	FBW7 activator	TEAD-YAP inh
CCc1c(C)nc(N2CCN(S(=O)(=O)CC)CC2)[nH]c1=O	-0.9	-5	0.3	-4
CC(=O)Nc1ccc(OCCCNC(=O)C2=NNC(=O)CC2)cc1	-1.0	-1	-0.3	-2
COc1ccccc1C(=O)Nc1cc(Cl)ccc1C	0.4	-8	0.0	12
C=CCn1c(SCC(=O)c2ccc(OC)c(OC)c2)nc2scc(-c3ccc(F)cc3)c2c1=O	0.4	17	0.1	-2
CCOC(=O)C(Cc1ccccc1)C(=O)Nc1cc(N(C)C)ccc1C (stereo not drawn)	1.4	-1	-0.2	7
CC1=C(C(=O)Nc2ccccc2)C(c2ccc(C)o2)NC(=S)N1 (stereo not drawn)	-0.5	-1	0.0	3
CC(C)(C)c1ccc(S(=O)(=O)O)cc1 (tested in a mixture with another compound)	-0.6	8	0.1	-7
COc1cc(C(=O)NC(=S)Nc2ccc(C(C)=O)cc2)cc(OC)c1OC	-0.4	-9	0.1	6
Cc1cccc(N2C(=O)/C(=C/c3cc4c(cc3[N+](=O)[O-])OCO4)C(=O)NC2=S)c1	-0.5	39	0.2	1
Cc1ccccc1/C=N/N(CCO)C1=NS(=O)(=O)c2ccccc21	3.4	3	0.2	-3
CCCCc1cc(=O)oc2c(C)c(OC(C)C(=O)OC)ccc12 (stereo not drawn)	0.9	-2	-0.1	1
Cc1ccc(C2CC(c3ccc(Br)cc3)=NN2C(=O)CSc2nnc(CNC(=O)c3ccco3)n2Cc2ccccc2)cc1 (stereo not drawn)	-0.7	-1	-0.1	1
O=C(CN(Cc1ccc(Br)cc1)S(=O)(=O)c1ccccc1)Nc1ccccc1	1.7	9	0.1	-7
COc1ccc(C2C3=C(CC(C)(C)CC3=O)Nc3nc(-c4ccccc4)nn32)cc1OC (stereo not drawn)	-0.3	-4	0.0	-8
C=CCSc1nnc2c(n1)OC(c1ccco1)N(C(C)=O)c1ccccc1-2 (stereo not drawn)	-0.5	-6	0.1	-3
CNC(=S)N1N=C(c2ccccc2)CC1c1ccc(OC)c(OC)c1 (stereo not drawn)	-0.7	-10	-0.1	-3
COc1cc(Nc2cc(C)nc(Cl)n2)cc(OC)c1OC	1.5	1	-0.1	10
NC(=O)Nc1ccc(C(=O)OCC(=O)NCc2ccc3c(c2)OCO3)cc1	0.1	9	0.2	5
Nc1cccc(-c2nc(NCc3ccccc3)c3ncn(-c4ccsc4)c3n2)c1	-3.0	20	0.3	1
O=C(NCc1ccccc1Cl)c1ccc2c(=O)n(-c3ccccc3)c(SCc3cccc(Cl)c3)nc2c1	0.0	-14	0.0	-1
CCN(CC)CCCNS(=O)(=O)c1ccc(OC)cc1	2.7	3	-0.1	9
Cc1cc(C=C2C(=O)NC(=O)NC2=O)c(C)n1-c1cc(C(=O)O)cc(C(=O)O)c1	0.7	40	-0.1	1
CC(=O)c1c(C(C)=O)c(C)n(Cc2ccccc2)c1C	0.7	4	-0.1	-14
CC(C)NS(=O)(=O)c1ccc(Br)cc1	-0.6	-5	0.6	-10
CCCCNc1ncnc2c1sc1nc3c(cc12)COC(C)(C)C3	1.2	-6	-0.1	-8

Structural class, those above with an NH in an aromatic ring
SMILES	GPR151 ag	MITF primary	FBW7 activator	TEAD-YAP inh
O=C(NCc1cc2ccccc2s1)c1ccc(CN2CCCCC2)[nH]c1=O	0.1	-9	0.0	-2
c1cncc(CNc2nc(Nc3cnccn3)nc3nc[nH]c23)c1	2.5	7	0.1	0
O=C(CSc1nnc2c(n1)[nH]c1ccc(F)cc12)N1CCCCCC1	0.4	13	0.2	1
O=C(Nc1n[nH]c(C(F)(F)F)n1)c1ccc(Cl)cc1	0.2	4	0.0	5
O=C(Cc1ccccc1)Nc1ccc(-c2nc3ccccc3[nH]2)cc1	2.1	-7	0.2	-56
CCc1c(C)nc(N2CCN(S(=O)(=O)CC)CC2)[nH]c1=O	-0.9	-5	0.3	-4

Some of the entries so far, with bars between the fields.
Structure | GPR151 ag | MITF primary | FBW7 activator | TEAD-YAP inh
CCCCc1cc(=O)oc2c(C)c(OC(C)C(=O)OC)ccc12 (stereo not drawn) | 0.9 | -2 | -0.1 | 1
CCc1c(C)nc(N2CCN(S(=O)(=O)CC)CC2)[nH]c1=O | -0.9 | -5 | 0.3 | -4
Cc1cccc(N2C(=O)/C(=C/c3cc4c(cc3[N+](=O)[O-])OCO4)C(=O)NC2=S)c1 | -0.5 | 39 | 0.2 | 1
CC(=O)c1c(C(C)=O)c(C)n(Cc2ccccc2)c1C | 0.7 | 4 | -0.1 | -14
O=C(NCc1ccccc1Cl)c1ccc2c(=O)n(-c3ccccc3)c(SCc3cccc(Cl)c3)nc2c1 | 0.0 | -14 | 0.0 | -1

Later entries.
SMILES	GPR151 ag	MITF primary	FBW7 activator	TEAD-YAP inh
CCOC(=O)C1=C(C)N=c2s/c(=C\c3ccc(Br)cc3)c(=O)n2C1c1ccc2c(c1)OCO2 (stereo not drawn)	-0.4	7	0.1	9
CCOC(=O)N1CCN(c2ncc(C(F)(F)F)cc2Cl)CC1	-0.1	3	0.0	-3
CC1(c2ccccc2Br)NC(=O)N(CC(=O)N2CCCC2)C1=O (stereo not drawn)	1.8	-6	0.1	2
CCC(Oc1ccccc1)C(=O)N1CCC(C(=O)OC)CC1 (stereo not drawn)	2.4	8	-0.1	8
COc1cc2cc(C)c3nnc(SCC(=O)NC(C)(C)C)n3c2cc1OC	0.8	15	0.0	-7
CCOC(=O)c1sc(NC(=O)C(C)Sc2nnc(CNC(=O)COc3ccc(Cl)cc3Cl)n2C)c(C(=O)OCC)c1C (stereo not drawn)	-0.1	-6	-0.1	-7
CCOC(=O)C1=C(C)NC(C)=C(C(=O)OCC)C1C(=O)OC	0.4	-9	0.0	-2
CCC1CCCCN1C1=C(Cl)C(=O)N(c2ccc(OC)cc2)C1=O (stereo not drawn)	0.1	15	-0.1	11
O=C(NCc1ccccc1)c1ccc(NC2=NC3CS(=O)(=O)CC3S2)cc1 (stereo not drawn)	0.1	-9	0.1	4
O=C(CC1CCCC1)NCc1cc(-c2ccccc2)on1	-1.0	7	-0.2	-1
CC(=O)Nc1ccc(N2C(=O)CC(Sc3nc(C)cc(C)n3)C2=O)cc1 (stereo not drawn)	-0.6	4	-0.1	-10
CC1=C(C(=O)OCc2ccco2)C(c2ccc(Cl)c(Cl)c2)NC(=O)N1 (stereo not drawn)	3.3	6	0.0	-5
CCC(=O)N[C@@H]1c2ccccc2C2(CCN(Cc3cc(C(C)C)n[nH]3)CC2)[C@H]1OC	-0.9	-10	-0.2	5
CN(C)CCNC(=O)c1cc(Sc2ccc(F)cc2)nc2ccccc12	-0.4	-24	-0.1	-14
O=S(=O)(NCC(c1ccco1)N1CCN(c2ccc(F)cc2)CC1)c1ccccc1 (stereo not drawn)	1.4	-12	0.0	4
Cn1c(CCNC(=O)c2ccccc2)nc2cc(NC(=O)Nc3ccccc3)ccc21	-0.5	18	0.0	-12
Cc1cc(N2C(=O)c3ccc(C(=O)N4CCC(C)CC4)cc3C2=O)no1	-0.5	0	0.1	-6
c1ccc2sc(-c3cnc(N4CCCC4)nc3)cc2c1	1.3	0	0.0	-41
CCn1c(C(=O)O)c(CNCCc2ccc(SC)cc2)c2ccc(C)cc21	3.3	-1	-0.1	10
COc1ccc(C2=NN(S(=O)(=O)c3ccccc3)C(c3ccc(F)cc3)C2)cc1OC (stereo not drawn)	0.3	10	0.1	-1
CCN(Cc1ccccc1)S(=O)(=O)c1ccc2c(c1)CCN2C(C)=O	0.1	-1	-0.2	3
COc1ccc(/C=C(\C#N)c2nc3ccccc3n2C)cc1[N+](=O)[O-]	-0.7	-7	0.0	-6
